# Bioassay records (PubChem)
# Shn3 3UTR inh: reduces Shn3 3'UTR luciferase signal in osteoblasts. Clone20 osteoblast Shn3 3'UTR firefly luciferase, 24 h. inhibition, % at 12.5 µM. hit rate 0.52% among 360,000. AID 588674;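 active = mean inhibition of at least 75% with every replicate also reaching 75%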;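 also: 0% = median of neutral control wells and 100% = pilot-screen positive control compound; some compounds past the cut are filed as inactive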
# NR2E3 ag-1: activates human NR2E3 receptor; Q9Y5X4; CHO-S Gal4-NCOR/VP16-NR2E3 two-hybrid, luciferase; inhibition of corepressor binding, % at 3.98 µM; hit rate 0.35% among 360,000; AID 602229;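 active = inhibition above the mean of all tested compounds plus 3 SD, cut at about 70% in these data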;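 also: 0% = DMSO with NR2E3 transfected cells and 100% = cells lacking NR2E3 construct; higher means lower luciferase signal from less NR2E3 corepressor binding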
# LMP1 NFkB inh: reduces LMP1-driven NF-kappaB luciferase signal; LMP1-induced NF-kappaB luciferase reporter cells, luminescence; inhibition, % at 12.5 µM; hit rate 0.69% among 350,000; AID 504558; in the data active = inhibition above about 41%;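 also: 0% = neutral control wells and 100% = reference inhibitor control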
# C8 TRAIL sens: caspase-8 TRAIL sensitization; NB7+C8 cells + TRAIL, ATPlite viability luminescence; inhibition (viability loss, TRAIL sensitization), % at 10 µM; hit rate 1% among 360,000; AID 624354;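 active = compounds causing at least 50% loss of cell viability in the single-dose screen, relative to plate controls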
# TRPM1 prom inh: inhibitors of MITF-driven TRPM1 promoter in melanoma cells; SK-MEL-5 TRPM1 promoter luciferase, 24 h; inhibition, % at 12.5 µM; hit rate 0.83% among 330,000; AID 488899;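 active = mean inhibition across replicates of 60% or more, whatever share of single replicates reaches that level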; also: values of inactives mirror those of a sister screen read the other way
# HIF-2a block: HIF-2a inhibition; 786-0 RCC cells HIF-2a reporter, luciferase luminescence, overnight; inhibition, % at 18.8 µM; hit rate 0.72% among 360,000;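 active = inhibition of the luminescence signal of 40% or more relative to plate controls, in a single-dose primary screen at 18.75 µM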
# hiPSC survival: enhancers of human iPSC single-cell survival. survival enhancement, % at 20 µM. hit rate 0.044% among 360,000. hiPSC single-cell survival, ATPlite luminescence; 100% = ROCK inhibitor wells, 0% = DMSO; in the data active = survival enhancement above about 18%;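 also: cells exposed to compounds for 16 hours before the ATP read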
# CF NFkB inh: inhibitors of cystic fibrosis induced NF-kB | hit rate 0.86% among 360,000 | KKLEB NF-kB-GFP reporter, PAF-induced, GFP fluorescence overnight | inhibition, % at 5 µM;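 active = at least 50% inhibition at 5 µM, scaled per plate between neutral and stimulator controls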;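 also: PAF is a Pseudomonas aeruginosa culture filtrate used as stimulus; plate controls were PAF-stimulated DMSO wells for no effect and unstimulated DMSO wells for full effect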
# KKLEB tox: CF airway cell cytotoxicity counter-screen; activity change (cytotoxicity), % at 5 µM; AID 602141; KKLEB CF airway cells viability, ATPlite luminescence, overnight; hits give low values; cells stimulated with P. aeruginosa culture filtrate; hit rate 0.36% among 360,000;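 active = corrected activity change at or below -50% at 5 µM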
# NR2E3 ag-2: agonists of human nuclear receptor NR2E3; Q9Y5X4; AID 2300; hit rate 0.12% among 320,000; inhibition of corepressor binding, % at 4.78 µM; GST-NR2E3/biotin-RetCOR TR-FRET, 1536-well;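 active = percent inhibition above the cutoff of mean plus 3 SD of all tested compounds, set per screening campaign, cut at about 20% in these data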;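 also: 0% = DMSO wells and 100% = biotin wells as full block of FRET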
#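 System: GST-tagged NR2E3 plus biotinylated RetCOR corepressor; Buffer or medium: pH 7.5 Tris-based buffer; Probe or stimulus: RetCOR corepressor, biotinylated, 7 nM; Doses: compound at 4.8 µM, single dose; Schedule: 5 h incubation at 4 °C; Technique: time-resolved FRET; Evaluation: percent inhibition of TR-FRET ratio; Replication: one well per compound, singlicate testing.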
# Peg3 prom inh: inhibitors of Peg3 promoter. HeLa PEG-Prom luciferase reporter, luminescence, overnight. inhibition, % at 20 µM. hit rate 1.7% among 360,000. AID 588405;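 active = inhibition of at least 50% at 20 µM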
# An asterisk follows results filed as active; · = no result given. A portion of the library. The share of hits here may be higher or lower than overall.
SMILES,Shn3 3UTR inh,NR2E3 ag-1,LMP1 NFkB inh,C8 TRAIL sens,TRPM1 prom inh,HIF-2a block,hiPSC survival,CF NFkB inh,KKLEB tox,NR2E3 ag-2,Peg3 prom inh
Cc1cc(C(=O)CSc2nc3ccccc3c(=O)n2C)c(C)n1Cc1ccc2c(c1)OCO2,67,69,23,30,39,24,-2.0,14,-12,-4,15
CC(=O)NS(=O)(=O)c1ccc(NC(=O)CCC2CCCC2)cc1,46,-26,-7,7,12,9,-0.4,-2,4,1,-5
O=C(N/N=C/c1ccc(Sc2ccccn2)o1)c1cccc([N+](=O)[O-])c1,-14,-2,1,-9,16,11,-0.3,-6,-2,0,11
CN(C)c1cc[n+](CC(=O)c2ccc(Br)cc2)cc1,-12,9,5,0,18,11,-0.9,0,-8,3,3
COc1ccc(S(=O)(=O)N/N=C\c2ccccc2F)cc1,-8,8,-1,-1,-5,9,-0.3,10,-5,-3,5
CCN(CC(=O)Nc1c(F)cccc1F)C(=O)c1ccc(=O)n(Cc2ccccc2)n1,6,19,10,-17,4,4,-0.4,-70,17,1,0
Cc1nc(N)nc(COc2ccccc2)n1,-34,-38,-1,-6,-56,-145,0.3,-11,-8,3,-110
O=C(Nc1ccccc1O)c1c(O)c2c([nH]c1=O)CCCC2,-114,-158,-43,35,-25,-165,1.0,12,-1,0,-157
COc1cccc(NC(=O)CN(C)CC(=O)c2c(N)n(Cc3ccccc3)c(=O)n(C)c2=O)c1,28,5,10,-3,4,15,-0.1,-2,4,0,14
Cc1cc[n+](Cc2ccc([N+](=O)[O-])cc2)cc1,-4,-9,3,-5,5,4,-0.6,-6,-9,2,13
Cc1ccc(CCNC(=O)CN2C(=O)COc3ccccc32)cc1,1,-15,-1,-16,6,1,2.8,18,4,2,2
Nc1nc2c(ncn2[C@@H]2O[C@H](CNCc3ccc(F)c(N4CCOCC4)c3)[C@@H](O)[C@H]2O)c(=O)[nH]1,3,-27,·,-8,·,17,2.3,12,-12,·,4
CCCNC(=O)NC1CCCc2ccccc21 (stereo unspecified),8,-7,-4,-10,11,22,-0.3,-1,16,-1,-12
CCOc1ccc(N2C(=O)Nc3ccccc3C2(O)C(=O)N2CCN(c3ccccn3)CC2)cc1 (stereo unspecified),-7,-10,10,6,-9,-4,0.5,5,-1,0,-1
N#Cc1cc2c(nc1SCc1cccnc1)CCCCC2,-24,46,-3,22,0,-84,-0.3,16,-6,0,-14

# Pulled by structure from the list above:
SMILES,Shn3 3UTR inh,NR2E3 ag-1,LMP1 NFkB inh,C8 TRAIL sens,TRPM1 prom inh,HIF-2a block,hiPSC survival,CF NFkB inh,KKLEB tox,NR2E3 ag-2,Peg3 prom inh
N#Cc1cc2c(nc1SCc1cccnc1)CCCCC2,-24,46,-3,22,0,-84,-0.3,16,-6,0,-14
Cc1nc(N)nc(COc2ccccc2)n1,-34,-38,-1,-6,-56,-145,0.3,-11,-8,3,-110
CCN(CC(=O)Nc1c(F)cccc1F)C(=O)c1ccc(=O)n(Cc2ccccc2)n1,6,19,10,-17,4,4,-0.4,-70,17,1,0

# Remaining list, next part.
SMILES,Shn3 3UTR inh,NR2E3 ag-1,LMP1 NFkB inh,C8 TRAIL sens,TRPM1 prom inh,HIF-2a block,hiPSC survival,CF NFkB inh,KKLEB tox,NR2E3 ag-2,Peg3 prom inh
Cc1oc(S(=O)(=O)N2CCOCC2)cc1C(=O)Nc1ccc(Cl)cc1,27,5,16,14,14,21,0.5,12,2,-3,21
O=C(COc1ccc(Cl)cc1Cl)N1CCCCCC1,-13,-60,-8,-7,-20,-72,0.0,5,1,-1,-54
O=C(c1ccc(NS(=O)(=O)c2ccc(F)cc2)cc1)N1CCCCCC1,-10,10,-2,-8,4,1,1.9,12,0,-1,3
Cc1cccc(C)c1NS(=O)(=O)c1ccc(OCCNS(C)(=O)=O)cc1,4,2,5,1,12,6,1.8,-7,10,-2,10
Cc1ccc(NC(=O)N2CCCC2c2cccs2)cc1 (stereo unspecified),24,-23,-8,3,-5,-19,0.3,-2,0,-2,0
CN1CCN(C(=O)c2ccc3c(c2)NC(=O)/C(=C/c2ccccc2)S3)CC1,-7,19,3,10,-1,-3,0.4,39,-12,-1,28
O=C1C2C3c4ccccc4C(c4ccccc43)C2C(=O)N1CN1CCOCC1 (stereo unspecified),-4,10,-13,-12,-4,10,6.3,7,0,8,-2
O=C(Nc1nnc(-c2cc(Cl)ccc2Cl)o1)c1ccco1,-6,2,6,52*,-13,-45,-0.5,-30,1,5,-98
COc1ccc(CCNC(=O)c2ccc(CN3CCC(Cc4ccccc4)CC3)cc2)cc1,25,-3,8,14,5,8,2.7,0,2,2,8
O=C1C2C3C=CC(C3)C2C(=O)N1c1ncn[nH]1 (stereo unspecified),-22,-16,1,-5,-2,9,-1.2,-10,14,1,14
COc1cc(/C=N/NC(=O)CCC(=O)Nc2ccc(F)cc2)ccc1O,-10,-27,-12,0,9,6,-0.3,-1,5,0,7
OC(c1ccccc1)C1CN(Cc2ccccc2)CCC1(O)c1ccccc1 (stereo unspecified),6,5,-14,10,7,-36,-2.2,6,-12,0,4
Cc1ccc(C(=O)NC2CCCCCCC2)c(Cl)c1,-6,-115,8,61*,12,-30,-0.2,-10,-4,0,-41
O=C1CCCCN1CCCC(=O)N1CCCC(Nc2ccccc2)C1 (stereo unspecified),-2,-14,-4,-2,6,-3,-0.4,6,-4,-1,-6
CN(CC(=O)NCCc1ccccc1)S(=O)(=O)c1ccc(Br)cc1,-4,0,-2,-12,6,9,-2.0,-7,10,-5,3
O=C(Nc1ncc(S(=O)(=O)c2ccc([N+](=O)[O-])cc2)s1)c1cccc2ccccc12,19,-32,5,5,5,9,4.5,18,-5,-4,26
COc1ccc(-c2cc3cccc(OC)c3oc2=O)cc1,-3,-96,9,78*,-25,-59,-0.9,-16,-33,2,-128
C=CCOC(=O)C1=C(C)NC(SCC(=O)Nc2nccs2)=C(C#N)C1c1cccs1 (stereo unspecified),20,-69,0,7,6,16,0.0,12,-3,3,50
CC1Cc2nc(SCC(=O)N3CCCCC3)n(C)c(=O)c2S1 (stereo unspecified),-4,14,-16,-26,·,20,4.6,3,-4,·,8
Cc1cccc(-c2oc3ccccc3c2C#CCCO)c1,-3,-10,-5,3,-9,0,1.3,1,-9,4,5
COc1cc2c(cc1OC)CN(c1nc(CN3CCOCC3)nc3sc4c(c13)CCC(C)C4)CC2 (stereo unspecified),14,-13,9,-6,16,10,-1.3,3,-14,0,10
COc1ccc(S(=O)(=O)NCC2CCCO2)cc1NC(=O)c1ccccc1 (stereo unspecified),-11,3,4,-11,-6,15,-0.5,-16,15,5,10
O=C(Nc1ccc(N2CCOCC2)cc1)c1ccc(S(=O)(=O)N2CCCCC2)cc1,15,-18,-1,11,9,-3,0.5,16,-3,2,20
CCc1noc(C)c1C(=O)NCCc1ccc(OC)c(OC)c1,-4,-9,4,-13,9,-21,-2.5,9,-11,1,5
O=C(NCCc1ccc(Cl)cc1)C1CCN(C(=O)c2ccc(F)cc2)CC1,-2,-13,-1,3,13,7,-0.7,-2,4,7,-3
CCOC(=O)C(NC(=O)CCl)(Nc1sc(C)c(CC)c1C#N)C(F)(F)F (stereo unspecified),-15,3,9,8,2,-8,-1.4,38,-31,1,-4
Cc1c(C(=O)c2ccc(Cl)c([N+](=O)[O-])c2)c2ccccn2c1CCC#N,3,1,-7,3,3,12,-0.6,-11,-1,2,5
CC1(c2ccc(Cl)cc2Cl)NC(=O)N(CC(=O)NC2CCCCC2)C1=O (stereo unspecified),22,-20,5,0,3,6,-2.0,10,2,0,10
CCCCNC(=O)Cn1cnc2sc(C(=O)OCC)c(C)c2c1=O,7,-6,-5,-2,3,18,0.8,-8,2,0,-3
C[C@@H]1CN([C@@H](C)CO)C(=O)CCCn2nncc2CO[C@H]1CN(C)S(=O)(=O)c1ccc(F)cc1,-2,-4,-2,-5,·,1,-0.2,-10,10,·,-2
CCc1noc(C)c1C(=O)N1CCC(CCC(=O)Nc2cccc(OC)c2)CC1,3,-12,11,-5,7,0,-0.4,23,-18,1,-8
CC(=O)c1c(C(C)=O)c(C)n(-c2nc(-c3ccc(Br)cc3)c(C)s2)c1C,22,-17,10,4,7,24,-1.7,2,4,0,17
CCOc1ccc(C(=O)NC(C(=O)NCC(c2cccs2)N(C)C)C(C)C)cc1 (stereo unspecified),-1,20,-2,-5,2,9,2.8,12,-21,1,6
COc1ccc(C2c3ccc(O)cc3Oc3ncn(Cc4ccccc4)c(=N)c32)cc1OC (stereo unspecified),-3,-8,-8,18,34,58*,-0.4,8,0,1,22
COC(=O)c1cc(-c2ccc3c(c2)OCO3)nc2ccccc12,3,-34,-5,-9,-6,-31,-2.5,-17,-5,0,-17
O=C(CN1C(=O)NC2(CCCc3ccccc32)C1=O)c1ccc(F)cc1 (stereo unspecified),12,28,-1,-9,-9,3,-0.4,-5,9,1,-13
CN(C)CCOC(=O)c1sc2ccccc2c1Cl,54,10,7,0,14,9,-0.8,26,0,4,4
O=S(=O)(Oc1ccccc1-c1ccccc1)c1ccccc1,-5,21,-3,9,5,-6,0.6,-5,-1,·,32
O=C(Oc1ccc(N(Cc2cccs2)C2=NS(=O)(=O)c3ccccc32)cc1)c1ccc(Cl)cc1,9,-14,4,-10,-5,14,-1.5,8,1,0,8
COc1cc(CCC(=O)OCC(=O)Nc2ccc(C)cc2Br)cc(OC)c1OC,-18,-31,-3,8,-12,-13,0.4,-8,-2,5,-5
Cc1cc([N+](=O)[O-])ccc1NC(=O)C(C)NC1CCCCC1 (stereo unspecified),-14,-33,1,7,5,1,0.3,-8,-26,2,1
O=C(NCCc1ccccc1)c1ccc2c(=O)[nH]c3c(C(=O)NCC4CCCO4)sc(=S)n3c2c1 (stereo unspecified),1,-13,1,-2,10,-45,-0.3,25,8,0,-18
Cc1ccc(CNC(=O)CSc2ccsc2[N+](=O)[O-])cc1,-100,-137,-24,1,-39,-276,-0.4,-7,-9,-1,-287
CC(=O)c1cccc(NC(=O)CSc2n[nH]c(=O)n2C2CC2)c1,-5,1,1,3,6,8,3.6,-8,-16,·,0
O=S(=O)(NC(=S)c1ccccc1)c1ccc(F)cc1,13,-2,-2,10,8,18,0.4,-1,-5,-1,9
COc1ccc(OC)c(/C=N/NC(=O)c2ccncc2)c1,-12,1,-17,-4,9,10,0.8,-3,4,0,8
Cn1cccc1C(=O)NC(=O)COC(=O)CNC(=O)c1ccc(Cl)cc1Cl,-14,-5,2,0,0,3,0.2,1,6,0,16
